High-throughput results: PubChem BioAssay, several laboratories
sdo1 growth: growth rescue of sdo1-depleted yeast, primary screen, S. cerevisiae, bone marrow failure model. S. cerevisiae sdo1-depleted JHY4D growth rescue, OD600 30 h; active compounds read high; pdr5 snq2 efflux-pump mutant strain. z-score at 10 µM. 140,000 compounds, 0.21% hits;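 active = z-score above 3 at both the 24 hr and the 30 hr optical density reads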;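 note: z-score against mean and SD of all compound wells on the same plate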
Insulin prom inh: inhibitors of insulin promoter-driven GFP, primary screen, imaging, TRM-6 cells (human fetal islet line), eGFP reporter, cell count; reporter expression induced with tamoxifen; inhibition, % at 2 µM; 130,000 compounds, 0.9% hits;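 active = inhibition above the mean plus 3 SD, with well images judged a real hit on visual review, cut at about 60% in these data, passing the limit was not always enough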
sdo1 growth Rescue 24 h: second read-out of sdo1 growth, no call of its own (marks repeat the call); z-score; S. cerevisiae sdo1-depleted JHY4D growth rescue, OD600; measured here: growth rescue at 24 h;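 0 is the plate mean of compound wells and units are plate SD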
Starred values were filed as active, the others as inactive; / = not tested or not shown.

sdo1 growth | sdo1 growth Rescue 24 h | Insulin prom inh | Molecule
-0.11 | -0.07 | / | Cc1[nH]n2c(=O)c3c(nc2c1-c1ccccc1)CCCC3
0.35 | -0.21 | / | NC(=S)N/N=C/c1ccccc1
-0.78 | 0.09 | 63 | COc1cc(NS(=O)(=O)c2ccc(NC(=S)NC(=O)c3sc4cc(F)ccc4c3Cl)cc2)nc(OC)n1
-1.4 | -1.2 | / | O=C(OCc1csc(Nc2ccccc2)n1)c1ccc(Cl)cc1
-0.23 | -0.69 | -454 | COc1ccc(C(C)=O)cc1CSCCC#N
-0.48 | 0.32 | 31 | COc1ccc(CCNC2=C(Cl)C(=O)N(CCc3ccccc3)C2=O)cc1OC
-0.37 | 0.39 | -17 | Cc1ccc(C(=O)Nc2cc(Cl)ccc2N2CCCCC2)s1
-1.1 | 0.71 | / | c1ccc(-c2nc(NC3CC3)nc(-n3ccnc3)n2)cc1
-1.7 | -1.1 | / | CC1Cc2ccccc2N1C(=O)CN1CCC(n2nnc3cc(C(F)(F)F)ccc32)CC1 (stereo not given)
-1.5 | -1.4 | 38 | Oc1ccccc1/C=N/Nc1ccccc1
/ | / | 0 | CCc1ccc2oc(C(=O)NCc3ccc(S(N)(=O)=O)cc3)c(C)c2c1
0.7 | 0.72 | 11 | Cc1ccc2c(CN3CCN(CCO)CC3)cc(=O)oc2c1
1.3 | 0.2 | 22 | S=C(c1ccc[nH]1)N1CCOCC1
/ | / | -100 | CC(C)(C)NC(=O)COC(=O)c1ccc(Cl)c(S(N)(=O)=O)c1
0.19 | 0.8 | 13 | Cn1nnc2cc(C(=O)N3CCSCC3)ccc21

Brought forward from above: 2 compounds, followed by the next part.
sdo1 growth | sdo1 growth Rescue 24 h | Insulin prom inh | Molecule
/ | / | -100 | CC(C)(C)NC(=O)COC(=O)c1ccc(Cl)c(S(N)(=O)=O)c1
0.19 | 0.8 | 13 | Cn1nnc2cc(C(=O)N3CCSCC3)ccc21
/ | / | -22 | O=C(OCc1ccc(Br)cc1)c1ccncc1
0.03 | 0.04 | 14 | Cn1c(=O)c2c(nc(SCCN3CCCCC3)n2Cc2ccc(Cl)cc2)n(C)c1=O
-0.51 | -0.91 | -10 | C=CCNC(=O)c1ccc(-c2nc(-c3ccccc3)cs2)cc1
0.41 | -0.03 | / | CC(C)(C)c1ccc(C(=O)OC/C(O)=C(\C#N)c2nc3ccccc3s2)cc1
-0.18 | -0.16 | -11 | Clc1ccc(Sc2cnc3ccccc3n2)cc1
-0.28 | -0.47 | -25 | CC(C)COC(=O)c1ccccc1N1C(=O)C2C3CCC(C3)C2C1=O (stereo not given)
1.1 | 1 | -8 | Cn1c(=O)c2c(ncn2CC(=O)OCC(=O)Nc2ccc(Cl)cc2)n(C)c1=O
/ | / | -17 | COc1ccc(NCC(=O)N/N=C/c2cc([N+](=O)[O-])ccc2N2CCCC2)cc1
0.1 | -0.28 | 6 | c1ccc(OCCOc2ccccc2-c2nnco2)cc1
-0.01 | -0.29 | -13 | CCOC(=O)N/N=C\c1ccc([N+](=O)[O-])o1
0.1 | 0.83 | -21 | COc1cc(NC(=O)CCN2CCN(c3ccccc3F)CC2)cc(OC)c1
-0.15 | -0.1 | -114 | CSc1nc2ccc(NC(=O)C3CCCO3)cc2s1 (stereo not given)
0.11 | -0.45 | -135 | Cn1c(=O)n(C)c2cc(C(N)=O)ccc21
/ | / | -10 | COCCNC(=S)NN(c1ccccc1)c1ccccc1
1.2 | 0.68 | -6 | c1ccc2c(c1)ncn2CCOCCOCCn1cnc2ccccc21
-2 | -1.4 | 46 | CCCCCC(=O)N(O)C1CC(=O)N(c2ccccc2)C1=O (stereo not given)
-1.3 | 0.08 | / | CCc1nnc(NC(=O)CSc2ncnc3c2cnn3-c2ccc(OC)cc2)s1
/ | / | 55 | O=c1cc(N2CCN(c3ccccc3)CC2)[nH]c(=O)n1-c1ccccc1
/ | / | -61 | Cc1nn(C(C)C)c(C)c1CN1CCCC(C(=O)c2cccc(OC(C)C)c2)C1 (stereo not given)
0.45 | 0.12 | -30 | NC(=O)c1cnn2c(C(F)(F)F)cc(-c3ccccc3)nc12
-0.53 | -0.4 | -3 | CCSc1nnc(NC(=O)CSc2nccn2-c2cccc(C)c2)s1
0.2 | -0.39 | -215 | CCC1CCCCN1CCCNC(=O)C1CCN(S(=O)(=O)N2CCCCC2)CC1 (stereo not given)
0.44 | 0.25 | 10 | O=C(O)c1ccc(-n2nnnc2SCc2ccccc2)cc1
0.01 | -0.39 | 12 | Cc1ccnc(Sc2ncccc2[N+](=O)[O-])n1
-1.1 | 0.27 | 32 | COc1cc(C(=O)OCC(=O)NCc2ccccc2)cc(NC(=O)c2ccco2)c1OC
1.2 | 0.94 | / | NC(=O)CSc1ncnc2c1oc1ccccc12
-0.24 | -0.14 | 34 | CCOC(=O)c1c(-c2ccccc2)oc2ccc(O)c(CN(C)C)c12
0.49 | 0.5 | / | Nc1ncncc1-c1ccc([N+](=O)[O-])cc1
/ | / | 26 | COc1cc(CN2CCNC(=O)C2CC(=O)O)cc(OC)c1 (stereo not given)
-0.19 | -0.39 | -35 | CCOC(=O)N1CCN(S(=O)(=O)c2cccc3nsnc23)CC1
0.42 | 1 | / | CCC(=O)N1CCN(c2ccc(NC(=O)c3ccc(N4CCCC4)c([N+](=O)[O-])c3)cc2)CC1
1.8 | 1.7 | / | COc1ccc(/C=N\NC(=O)c2ccc(=O)[nH]n2)cc1O
0.37 | -0.2 | -170 | COC(=O)CCCC[C@@H]1SC[C@@H](NC(=O)OC)[C@@H]1NC(=O)OC
-0.75 | -0.41 | 42 | Clc1ccc(-c2nnc(N3CCCC3)nn2)cc1
-0.2 | 0.01 | 43 | Cc1ccc(-n2nc(C)c3c(C)cc(=O)[nH]c32)cc1
-1.5 | -0.92 | 15 | CCc1nnc(NC(=O)CSc2ncc(-c3ccccc3)n2CC)s1
-0.19 | -0.19 | 12 | COc1ccc(C(=O)/C=C2/c3ccccc3CC(C)(C)N2C)cc1
/ | / | 39 | COc1ccc(C2Nc3ccccc3C(=O)N2NS(=O)(=O)c2ccccc2)cc1OC (stereo not given)
1.4 | 1.8 | 9 | COCCn1c(SCC(=O)N2CCCC2)nnc1-c1ccoc1C
0.96 | 0.59 | / | COC(=O)Cc1n[nH]c(=S)[nH]c1=O
-0.1 | -0.12 | 44 | COc1ccccc1C(=O)OCC(=O)c1cccc([N+](=O)[O-])c1
-0.2 | -0.21 | / | COc1ccccc1C(=O)N1CCN(S(=O)(=O)Cc2ccccc2)CC1
-1.9 | -1.4 | 58 | COc1ccc(N2CCN(S(=O)(=O)c3ccc(Br)s3)CC2)cc1
0.97 | 0.63 | -50 | O=P(O)(CP(=O)(c1ccccc1)c1ccccc1)c1ccccc1O
/ | / | -27 | CCOc1ncccc1C(=O)N1CCN(S(=O)(=O)c2ccccc2)CC1
0.62 | 1.1 | -14 | Cc1ccccc1OC(C)C(=O)NC1CCCC1 (stereo not given)
-0.14 | -0.1 | / | CC1Cc2ccccc2N1C(=O)CCS(=O)(=O)c1cccc2nonc12 (stereo not given)
0.49 | -0.09 | / | Cc1nc(S(=O)(=O)c2ccc(Cl)cc2)nc2c1CCC2
/ | / | -47 | Clc1ccccc1C(c1ccccc1)(c1ccccc1)n1ccnc1
/ | / | -43 | O=C(Nc1ccc(OC(F)(F)F)cc1)c1[nH]ncc1[N+](=O)[O-]
1.4 | -0.41 | -36 | CCOC(=O)NC(=O)C(=CNc1cccc(C)c1)C(=O)NC(=O)OCC
1.4 | 1.3 | -18 | O=C(CCN1C(=O)COc2ccccc21)NCCCN1CCc2ccccc2C1
1.4 | 1.7 | -42 | CCOC(=O)c1c(C(F)(F)F)nc2ncccn12
0.9 | 0.97 | -11 | CCOC(=O)c1c(N)sc(C(C)=O)c1C
0.6 | -0.47 | -106 | NC(=O)C(c1ccccc1)C1CCCC1 (stereo not given)
-0.64 | -0.81 | 31 | Cc1ccc(Cn2c(SCC(N)=O)nc3c2c(=O)n(C)c(=O)n3C)cc1
-0.05 | -0.16 | / | CN1CCN(C(=S)c2ccc(OCC(=O)Nc3cccc(C(F)(F)F)c3)cc2)CC1
0.01 | -0.14 | / | Cc1cc(C)n(-c2ccc(C(=O)NCc3ccc4c(c3)OCO4)cc2)n1
0.42 | 0.16 | 37 | COc1ccc(/C=N/NC(=O)CCC(=O)Nc2ccccc2)cc1OC
-1.7 | -1.4 | -62 | CN(C)S(=O)(=O)N(CC(=O)N(Cc1ccccc1)Cc1ccccc1)c1ccccc1

Entries listed so far that contain two or more sulfur atoms, in the order listed:
sdo1 growth | sdo1 growth Rescue 24 h | Insulin prom inh | Molecule
-0.78 | 0.09 | 63 | COc1cc(NS(=O)(=O)c2ccc(NC(=S)NC(=O)c3sc4cc(F)ccc4c3Cl)cc2)nc(OC)n1
-0.15 | -0.1 | -114 | CSc1nc2ccc(NC(=O)C3CCCO3)cc2s1 (stereo not given)
-1.3 | 0.08 | / | CCc1nnc(NC(=O)CSc2ncnc3c2cnn3-c2ccc(OC)cc2)s1
-0.53 | -0.4 | -3 | CCSc1nnc(NC(=O)CSc2nccn2-c2cccc(C)c2)s1
-0.19 | -0.39 | -35 | CCOC(=O)N1CCN(S(=O)(=O)c2cccc3nsnc23)CC1
-1.5 | -0.92 | 15 | CCc1nnc(NC(=O)CSc2ncc(-c3ccccc3)n2CC)s1
-1.9 | -1.4 | 58 | COc1ccc(N2CCN(S(=O)(=O)c3ccc(Br)s3)CC2)cc1

Additional entries.
sdo1 growth | sdo1 growth Rescue 24 h | Insulin prom inh | Molecule
-1.4 | -0.6 | / | C(=C\CSc1nnnn1-c1ccccc1)/CSc1nnnn1-c1ccccc1
-1.4 | -1.1 | -3 | O=C(NCc1ccco1)c1cc(S(=O)(=O)N2CCCc3ccccc32)ccc1Cl
-1.6 | -1.5 | / | CCOc1ccc(NC(=O)C(C)Sc2nnc(C)n2C)cc1 (stereo not given)
-0.03 | -0.21 | -19 | CC1(C)NC(=O)N(CC(=O)OCC(=O)Nc2cc(S(=O)(=O)N3CCCCC3)ccc2Cl)C1=O
/ | / | -11 | COc1ccc(C(=O)n2ncc(C#N)c2N)cc1
0.49 | 0.24 | / | CCOC(=O)C1CCCN(c2c(NCCN3CCCCC3CC)c(=O)c2=O)C1 (stereo not given)
-0.65 | 0.37 | -27 | COc1ccc(/C=C/C(=O)Oc2ccc(/C=N/NC(=O)c3ccccc3)cc2)cc1OC
-0.94 | -0.03 | / | COc1cc(/C=C/C(=O)Nc2nnc(CC(C)(C)C)s2)cc(OC)c1OC
0.3 | -0.48 | / | Cc1nc2ccccc2c2c1C(=O)N(Cc1cccnc1)C2=O
/ | / | -86 | COc1ccc(C2NC(=S)NC3=C2CCCC3=C2SCCS2)cc1 (stereo not given)
-1.7 | 0.47 | -23 | CCc1ccc(-c2cc(C(F)(F)F)n3nc(C(=O)Nc4c(C)nn(Cc5ccc(F)cc5)c4C)cc3n2)s1
-0.03 | -0.07 | -44 | O=C1OC(c2cccs2)=N/C1=C\c1ccc(-c2ccccc2Cl)o1
-0.32 | -1.1 | 61* | COC(=O)c1ccc(Oc2nc(C(N)=O)cc(-c3ccccc3)n2)cc1
-0.11 | 0.2 | -28 | CCOC(=O)Cn1cnc2c(nnn2-c2ccc(C)cc2)c1=O
-0.65 | 0.3 | -20 | COc1ccc(CNC(=O)CN(Cc2ccc(C)cc2)S(=O)(=O)c2ccc(Cl)cc2)cc1
0.39 | 0.07 | -19 | Cc1cc(C)nc(NC(=O)/C=C/c2ccc3c(c2)OCO3)c1
1.6 | 1.7 | / | O=C1c2cccc3cccc(c23)C(=O)N1c1cccnc1
0.01 | 0.12 | -48 | Cc1ccc(S(=O)(=O)N2CCCC2C(=O)N(C)Cc2cccs2)cc1 (stereo not given)
-1.9 | -0.98 | 10 | COc1cccc(NC(=O)CSc2nnc(-c3cc(C)n(-c4ccccc4)c3C)o2)c1
-0.26 | -0.38 | / | CCN(Cc1ccccc1)C(=O)CC1Oc2ccccc2NC1=O (stereo not given)
0.05 | -0.24 | 7 | Cc1nn(CCC(=O)O)c(C)c1C
-1.7 | -1.3 | -93 | C=CCn1c(N)c(C(=O)Nc2ccccc2OC)sc1=S
1.1 | 0.81 | / | CCOc1cc(CNc2ncnc3nc[nH]c23)ccc1OC
-2 | -1.5 | 29 | OC(CC1CC12c1ccccc1-c1ncccc12)(c1ccccc1)c1ccccc1 (stereo not given)
-0.18 | -0.42 | -37 | CCNc1nc(Cl)nc(N(NC(C)=O)C(C)CC)n1 (stereo not given)
-0.45 | -0.61 | 16 | c1ccc(N2CCN(c3nc(-c4cccs4)nc4ccccc34)CC2)cc1
1.6 | 1.6 | -3 | CC1CCCN(c2ccc(C(=O)OCC(=O)N3c4ccccc4Sc4ccccc43)cc2[N+](=O)[O-])C1 (stereo not given)
0.12 | 0.48 | 24 | Cc1cccc(C(=O)Nc2ccc(NC(=O)Cc3ccc(Cl)cc3)cc2)c1
-0.99 | -0.82 | -8 | CCCCCCOc1ccc(-c2ccc(C#N)cn2)cc1
-0.04 | -0.77 | 2 | COc1ccc(Nc2ccc3nnc(-c4ccc(Br)cc4)n3n2)cc1
/ | / | -29 | COc1ccc(-n2c(SC3CCOC3=O)nc3ccccc3c2=O)cc1Cl (stereo not given)
1.4 | 1.2 | 25 | O=C(NCc1cccnc1)C1CCN(S(=O)(=O)N2CCC3(CC2)OCCO3)CC1
0.48 | 0.29 | 44 | CC(=O)Nc1ccc2c(c1)nc1n2CCOC1
0.44 | -0.09 | 7 | CC1(C)CC(=O)C=C(NNC(=O)c2ccccc2)C1
1.1 | 1.5 | -44 | CCN(CC)C(=O)C1CCCN(c2ccc([N+](=O)[O-])cc2/C=N/NC(=O)c2cccc(O)c2)C1 (stereo not given)
0.34 | 0.5 | / | CC(C)CCNC(=O)NC(=O)COC(=O)/C=C/c1cnc2ccccc2n1
-0.35 | -0.56 | 26 | O=C1c2ccccc2C(=O)N1Cc1nc(-c2ccncc2)no1
0.54 | -0.29 | / | CCCCCCCC(=O)N/N=C(/C)c1c(O)cc(C)oc1=O
